MEP2 TOR yeast: yeast TOR pathway MEP2-GFP modulation | actives 0.51% (n = 330,000) | GFP response vs DMSO, % at 10 µM | S. cerevisiae MEP2-GFP strain, flow cytometry GFP, 3 h; 100% = DMSO control level;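 active means GFP response versus DMSO above a set limit, roughly screen mean plus 3 SD, cut at about 180% in these data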;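 further: median GFP fluorescence of the barcode-gated MEP2-GFP cells per well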
proCasp7 act: counter-screen for procaspase-3 activators: activators of human procaspase-7; P55210; activation, % at 8.5 µM; recombinant procaspase-7, Ac-DEVD-pNA absorbance 405 nm; D23A/D198A/D206A triple mutant, cannot self-cleave; scale: DMSO 0, 5 µM enzyme 100; actives 0.093% (n = 330,000);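 active means percent activation above the screen-wide mean plus 3 SD, cut at about 25% in these data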
Target sequence (P55210 whole entry D23A/D198A/D206A): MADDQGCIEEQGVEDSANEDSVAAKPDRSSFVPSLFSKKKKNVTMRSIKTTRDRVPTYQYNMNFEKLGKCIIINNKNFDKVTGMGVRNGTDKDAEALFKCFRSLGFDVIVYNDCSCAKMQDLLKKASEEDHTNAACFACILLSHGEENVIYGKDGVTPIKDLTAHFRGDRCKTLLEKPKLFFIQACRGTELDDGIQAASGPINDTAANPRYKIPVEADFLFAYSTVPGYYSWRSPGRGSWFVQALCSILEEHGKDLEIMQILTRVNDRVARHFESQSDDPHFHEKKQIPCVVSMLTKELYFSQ
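Replicates: singlicate. Assay system: Procaspase-7 triple mutant (PC-7 D3A). Signal: 405 nm absorbance of p-nitroaniline. Times: 1 h preincubation, 2 h reaction. Buffer or medium: Zinc-free HEPES pH 7.4 with 300 mM NaCl, 0.01% Triton X-100. Also added: DEVD-pNA substrate. Benchmarks: DMSO wells as 0%, DMSO with 5 µM added PC-7 as 100%.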
AHR activator: activates the human aryl hydrocarbon receptor | P35869 | AHR-responsive luciferase reporter cells, luminescence | activation, % at 5 µM | actives 2.5% (n = 320,000) | AID 2796; in the data active means activation above about 47%;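 further: 0% = vehicle wells and 100% = reference agonist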
proCasp3 act: activators of human procaspase-3; P42574; recombinant procaspase-3 D3A, Ac-DEVD-pNA absorbance 405 nm; activation, % at 8.5 µM; actives 0.11% (n = 330,000);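 active means activation above the mean of all tested compounds plus 3 SD, cut at about 21% in these data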;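 further: 0% = DMSO alone and 100% = DMSO wells spiked with extra 5 µM PC-3 D3A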
Target sequence (P42574 whole entry D9A/D28A/D175A): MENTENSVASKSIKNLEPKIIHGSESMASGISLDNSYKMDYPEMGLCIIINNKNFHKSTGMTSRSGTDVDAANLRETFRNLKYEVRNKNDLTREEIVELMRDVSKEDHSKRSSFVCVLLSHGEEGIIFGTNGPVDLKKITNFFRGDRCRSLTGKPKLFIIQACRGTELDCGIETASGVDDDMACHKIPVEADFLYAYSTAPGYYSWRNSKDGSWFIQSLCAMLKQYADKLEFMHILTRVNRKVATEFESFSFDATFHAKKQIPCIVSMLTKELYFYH
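Evaluation: percent activation relative to control range; Material: Procaspase-3 D3A mutant, all three cleavage aspartates alanine; Compound: single dose, 8.5 µM nominal compound, 0.8% DMSO; Replication: one well per compound; Signal: absorbance at 405 nm, 0 and 120 min; Schedule: 1 h preincubation plus 2 h reaction at 25 °C.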
GASC-1 inh: blocks human GASC-1 demethylase activity; GST-JMJD2C(1-420) H3K9me3 demethylation, DELFIA europium; inhibition, % at 2.35 µM; actives 0.069% (n = 330,000);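 active means more than half of a compound's replicate wells show inhibition beyond 50%, single wells judged on their own value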;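 further: signal counts dimethyl H3K9 product captured on neutravidin plate; 0% = median of DMSO wells and 100% = 0.3 times that DMSO median; strong numbers were not always called active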
Target sequence (Q9H3R0 1-420 limits assumed): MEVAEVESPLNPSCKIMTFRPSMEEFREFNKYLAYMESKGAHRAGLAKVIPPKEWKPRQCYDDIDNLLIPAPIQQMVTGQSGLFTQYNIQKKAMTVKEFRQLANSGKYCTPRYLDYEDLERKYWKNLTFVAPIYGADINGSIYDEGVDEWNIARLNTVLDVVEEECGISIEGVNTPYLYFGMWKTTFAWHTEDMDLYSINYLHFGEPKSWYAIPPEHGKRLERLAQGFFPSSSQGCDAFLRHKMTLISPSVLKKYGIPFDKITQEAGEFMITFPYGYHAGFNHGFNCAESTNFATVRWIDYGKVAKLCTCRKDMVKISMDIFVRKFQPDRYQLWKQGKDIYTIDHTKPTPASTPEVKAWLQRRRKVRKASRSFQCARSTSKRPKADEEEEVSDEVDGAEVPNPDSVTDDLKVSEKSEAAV
Yeast superoxide: caloric restriction mimetics inhibiting age-related superoxide in yeast; S. cerevisiae aged cells, superoxide DHE fluorescence; stronger effect = lower value; superoxide response (% of plate mean), % at 10 µM; actives 0.18% (n = 330,000); AID 2690;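 active means superoxide response under a set limit, about three screen SD below normal, cut at about 65% in these data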;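 further: yeast aged for seven days with compound at 30 °C before DHE staining; 100% = average MFI of all compound-treated wells on the plate with controls excluded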
LAP4-GFP MLPCN: yeast TOR pathway LAP4-GFP modulation. S. cerevisiae LAP4-GFP multiplex, flow cytometry GFP, 3 h; median GFP as percent of DMSO wells. GFP response vs DMSO, % at 10 µM. actives 0.34% (n = 320,000). AID 2023;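 active means GFP response vs DMSO above a set limit, about the screen mean plus 3 SD, cut at about 150% in these data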
RPL19A-GFP yeast: modulators of TOR pathway RPL19A-GFP in S. cerevisiae. actives 0.3% (n = 330,000). AID 2025. percent response vs DMSO, % at 10 µM. S. cerevisiae RPL19A-GFP strain, flow cytometry, 3 h; stronger effect = lower value;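 active means percent response vs DMSO below 50%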;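 further: median channel GFP fluorescence of the barcoded RPL19A-GFP strain; ratio of sample median GFP to plate DMSO average so 100% = DMSO; lower means less RPL19A-GFP as with rapamycin TOR inhibition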
Active calls of the source: *; i = inactive; · = not tested or not shown; & = joins results of further samples.

SMILES	MEP2 TOR yeast	proCasp7 act	AHR activator	proCasp3 act	GASC-1 inh	Yeast superoxide	LAP4-GFP MLPCN	RPL19A-GFP yeast
CC1=CC2=NC(=O)/C(=C\c3cccn3CCOc3cc(C)ccc3C)C(=N)N2O1	99	-1	18	7	-13	117	105	100
Clc1cccc(OCCCN2CCCC2)c1Cl	112	6	-3	6	1	109	101	111
O=C(Nc1ccc(-c2nc3ccccc3s2)cc1)c1cc(-n2cnnc2)ccc1Cl	104	10	-6	0	-6	93	102	92
CCOC(=O)Cc1nnc(NC(=O)c2ccccc2OCC)s1	103	-4	3	2	-19	104	97	99
Cc1csc(=O)n1CC(=O)Nc1ccc(Cl)cc1F	99	-5	0	4	-2	99	103	102
COc1ccc(Oc2coc3cc(OC(=O)N4CCOCC4)ccc3c2=O)cc1	104	16	-5	-1	2	99	106	102
CCOc1ccc(-c2cccc(NC(=O)COc3ccc(Cl)cc3)c2)nn1	102	-7	10	3	8	118	105	99
Cc1cccc(CN2CCN(C(=O)CCc3nnc(C4CCCCC4)o3)CC2)c1	104	6	1	-8	-44	98	94	108
Cc1cc(C)c(S(=O)(=O)N2CCCCC2)cc1N(C)S(=O)(=O)c1ccc(Cl)cc1	108	7	3	-1	126	88	104	113
Cc1ccccc1C(=O)NNC(=O)Nc1ccccc1	100	7	-2	0	-6	124	95	107
O=C(CN1C(=O)c2ccccc2S1(=O)=O)Nc1ccccn1	97	11	1	1	-5	96	105	95
COc1ccc(-c2cc(C(=O)OCC(=O)Nc3ccc4c(c3)OCO4)c3ccccc3n2)cc1	95	-268	9	-19	3	93	114	107
COc1ccccc1CN(C)C(=O)CSCC(=O)Nc1ccccc1F	97	-11	3	-11	-5	108	92	94
Cc1ccc(S(=O)(=O)N2CCOCC2)cc1NC(=O)COC(=O)c1cc(=O)c2ccccc2o1	100	13	1	3	4	84	89	101
Cn1ncc(Cl)c1C(=O)Nc1cc(C(F)(F)F)ccc1F	106	5	78*	-2	75	88	105	99
C/C(CC(=O)Nc1ccc(N(C)C)cc1)=N\NC(=O)c1ccc(Cl)cc1Cl	102	-7	5	7	9	101	84	104
CCCCCCC(O)(c1ccccc1)C(CN1CCOCC1)c1ccccc1 (stereo not given)	97	·	·	·	0	104	85	102
COc1ccc(NC(=O)CNc2ccccc2C(C)=O)cc1S(=O)(=O)N1CCOCC1	104	15	7	2	-6	78	94	97
Cc1cc(C)nc(N/N=C/c2sccc2C)n1	101	5	4	6	-25	95	100	100
O=C(NC(=S)N1CCN(C/C=C/c2ccccc2)CC1)c1ccc(Cl)nc1	103	0	2	-8	2	89	108	100
Cc1cn[nH]c1	98	-6	0	2	·	98	126	99
O=C1NCCN1C(=O)c1ccco1	101	9	-2	-4	-2	88	108	99
COc1ccc(CCNC(=O)NS(=O)(=O)c2ccc(C)cc2)cc1OC	109	-4	0	4	-5	100	91	106
COc1ccc(C)cc1S(=O)(=O)N(C)CC(=O)NC1CC1	102	0	0	4	22	78	105	103
Cc1cc([N+](=O)[O-])nn1CC(=O)Nc1cc(F)ccc1F	109	10	-3	2	-3	99	110	101
CCOC(=O)N1CCC(NC(=O)c2ccc3c(c2)N=C(C)c2c(C)ccc(C)c2S3)CC1	92	1	2	4	-9	83	94	97
Cn1cccc1C(=S)N=P(C1CCCCC1)(N1CCOCC1)N1CCOCC1	87	-12	2	-14	6	102	88	92
c1ccc(CN2CCOCC2)cc1	101	-3	-1	0	-2	87	101	104
Cc1ccc(OC(=O)c2ccc(C)c([N+](=O)[O-])c2)cn1	86	-1	0	12	14	95	124	95
CCCCCC(O)(CCN1CCCCC1)c1ccc(OCC)cc1 (stereo not given)	98	-4	2	1	9	97	99	98
Cc1ccc(C(=O)NC2CCN(S(=O)(=O)c3ccccc3F)CC2)cc1	95	5	2	10	-6	109	81	93
Cc1cccc(OCC(=O)N/N=C\c2cn(C)c3ccccc23)c1	115	0	72*	0	-15	106	99	99
O=C(Nc1cc(Cl)ccc1O)c1snnc1-c1ccccc1	102	9	4	0	-25	89	88	94
COc1ccccc1N1CCN(CC(=O)Nc2nccs2)CC1	102	9	1	-6	-5	92	122	98
O=c1cc(Cl)[nH]c(=O)n1Cc1ccccc1	102	0	3	-3	6	90	94	106
CC(C)CCNC(=O)NC(=O)CSc1ccc(S(=O)(=O)N2CCOCC2)cn1	100	-26	2	-19	4	102	100	103
CCc1cccc(C)c1NC(=O)N(C)C1CCCCC1	91	6	1	-9	1	107	112	93
CN1CCN(c2nc(Nc3ccccc3)nc(N)c2[N+](=O)[O-])CC1	93	0	4	5	9	96	98	94
CCOc1ncccc1C(=O)NCCCSc1ccccc1	107	7	-1	0	-5	104	101	103
CS(=O)(=O)N1CCc2cc(C(=O)N3CCN(c4ccccc4F)CC3)ccc21	103	-1	2	8	-6	96	98	102
COc1ccc(/C=C2/SC(=O)N(CCC(=O)Nc3ccc(C)cc3)C2=O)cc1OC	110	9	-1	1	10	93	91	102
COc1ccc(Oc2ncnc3c2ncn3Cc2ccccc2)cc1	102	1	-5	-3	1	112	114	97
Cc1cc(C)cc(NC(=S)NC2CC3CCCC(C2)N3CC(C)C)c1 (stereo not given)	101	3	-1	-4	2	119	102	115
CCOC(=O)C1CCN(S(=O)(=O)c2ccc3c(c2)CCN3C(=O)C2CCC2)CC1	107	-10	0	13	160	112	101	98
C=Cn1c(N2CCOCC2)nc2c1c(=O)[nH]c(=O)n2C	95	-6	5	2	-25	106	95	92

Taken from above.
Cc1cccc(OCC(=O)N/N=C\c2cn(C)c3ccccc23)c1 in AHR activator has 72*
CC(C)CCNC(=O)NC(=O)CSc1ccc(S(=O)(=O)N2CCOCC2)cn1 in LAP4-GFP MLPCN has 100
COc1ccccc1N1CCN(CC(=O)Nc2nccs2)CC1 in MEP2 TOR yeast has 102

Continuation.
SMILES	MEP2 TOR yeast	proCasp7 act	AHR activator	proCasp3 act	GASC-1 inh	Yeast superoxide	LAP4-GFP MLPCN	RPL19A-GFP yeast
Cc1ccc(NC(=O)C2CCCN(S(=O)(=O)c3cnc[nH]3)C2)cc1C (stereo not given)	109	4	8	-6	-14	96	101	102
Cc1cc(C)nc(N2CCCC(C(=O)NCCC3=CCCCC3)C2)n1 (stereo not given)	103	-7	-2	0	9	120	104	101
O=C(CSc1nc2ccc(Nc3nc(N4CCOCC4)nc(N4CCOCC4)n3)cc2s1)Nc1ccccc1Cl	108	·	·	·	0	103	82	135
OC1=C(O)c2nc3ccccc3nc21	108	3	11	-2	-7	68	107	101
CCCCNC(=O)N(O)C1N(/N=C/c2ccccc2F)C(=S)SC1(C)C (stereo not given)	103	3	1	3	-1	110	96	100
CCOC(=O)c1cnc2c(CC)cccc2c1NCCCN1CCOCC1	101	20	3	1	-5	104	89	99
Cc1cccc(C(C)(C)C)c1OCCn1ccnc1	98	-11	1	-2	11	117	96	98
COc1ccccc1-c1nnc(NC(C)=O)s1	99	1	82*	-6	1	91	98	101
CC(C)c1ccc(NC(=O)CN2C(=O)NC3(CCCC3)C2=O)cc1	102	-1	2	1	-19	104	96	107
Cc1ccc(NC(=O)c2cc(F)c(F)cc2Cl)nc1	95	9	0	8	9	100	90	89
CC(/C=C/c1ccccc1F)=N\NC(=O)c1cccc(F)c1	93	12	3	3	0	92	94	95
O=S(=O)(c1ccc(-c2nnco2)cc1)N1CCCCC1	119	3	0	10	-9	97	111	107
COc1ccc(N2CCN(S(=O)(=O)c3cn(C)c(=O)n(C)c3=O)CC2)cc1	104	14	1	4	-2	101	108	101
CCOC(=O)c1[nH]c2cc3c(cc2c1NC(=O)CN1CCCC1)OCO3	92	-3	58*	4	-32	94	96	93
Cc1cccc(CCNC(=O)CCS(=O)(=O)c2cc3c(cc2Cl)NC(=O)CO3)c1	98	5	9	10	i	96	100	100
Cc1ccc(S(=O)(=O)N2CCN(C)CC2c2ccccc2)cc1 (stereo not given)	99	-3	1	-5	·	96	92	99
S=C(NCc1ccco1)Nc1ccccc1Cl	103	-4	-2	2	1	100	111	99
Cc1ccc(S(=O)(=O)N2CCCOC2CNC(=O)C(=O)NCCc2c[nH]c3ccccc23)cc1 (stereo not given)	100	0	12	-4	-1	111	102	102
CCOc1ccc(Br)cc1S(=O)(=O)NC1CCCC1	96	17	0	7	-18	78	104	97
COc1ccc(C(c2c(C)[nH]n(-c3ccccc3)c2=O)c2c(C)[nH]n(-c3ccccc3)c2=O)cc1OC	104	-4	9	4	-9	101	92	96
COc1cccc(-c2nnc(NC(=O)c3ccccc3Br)o2)c1	109	-4	5	-2	6&0	91	105	102
CC(C)Sc1nc(N2CCOCC2)c2c(c1C#N)CC(C)(C)N(C)C2	102	-8	4	-4	6	101	95	98
CCOC(=O)c1c(NC(C)=O)sc2c1C1CCN2CC1	90	4	5	1	4	91	89	94
Cc1ccc(S(=O)(=O)N(CC(=O)N2CCCC2)C2CCCCC2)cc1	97	4	-2	-1	9	93	94	98
CCSc1nc(N)c2c(C)c(C)sc2n1	104	-1	10	6	-4	92	113	102

Compounds from the list above with fluorine, in the order listed:
SMILES	MEP2 TOR yeast	proCasp7 act	AHR activator	proCasp3 act	GASC-1 inh	Yeast superoxide	LAP4-GFP MLPCN	RPL19A-GFP yeast
Cc1csc(=O)n1CC(=O)Nc1ccc(Cl)cc1F	99	-5	0	4	-2	99	103	102
COc1ccccc1CN(C)C(=O)CSCC(=O)Nc1ccccc1F	97	-11	3	-11	-5	108	92	94
Cn1ncc(Cl)c1C(=O)Nc1cc(C(F)(F)F)ccc1F	106	5	78*	-2	75	88	105	99
Cc1cc([N+](=O)[O-])nn1CC(=O)Nc1cc(F)ccc1F	109	10	-3	2	-3	99	110	101
Cc1ccc(C(=O)NC2CCN(S(=O)(=O)c3ccccc3F)CC2)cc1	95	5	2	10	-6	109	81	93
CS(=O)(=O)N1CCc2cc(C(=O)N3CCN(c4ccccc4F)CC3)ccc21	103	-1	2	8	-6	96	98	102
CCCCNC(=O)N(O)C1N(/N=C/c2ccccc2F)C(=S)SC1(C)C (stereo not given)	103	3	1	3	-1	110	96	100
Cc1ccc(NC(=O)c2cc(F)c(F)cc2Cl)nc1	95	9	0	8	9	100	90	89
CC(/C=C/c1ccccc1F)=N\NC(=O)c1cccc(F)c1	93	12	3	3	0	92	94	95
